JMJD2C inh = inhibitors of GASC-1 histone demethylase, primary screen, biochemical, fluorescence, DELFIA europium; GST-JMJD2C(1-420) H3K9me3 demethylation; inhibition, % at 2.35 µM; 330,000 tested, 0.069% active; AID 2099, 2009;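 active means more than half of a compound's replicate wells show inhibition beyond 50%, single wells judged on their own value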;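 further: signal counts dimethyl H3K9 product captured on neutravidin plate; 0% = median of DMSO wells and 100% = 0.3 times that DMSO median; strong numbers were not always called active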
Target sequence (Q9H3R0 1-420 limits assumed): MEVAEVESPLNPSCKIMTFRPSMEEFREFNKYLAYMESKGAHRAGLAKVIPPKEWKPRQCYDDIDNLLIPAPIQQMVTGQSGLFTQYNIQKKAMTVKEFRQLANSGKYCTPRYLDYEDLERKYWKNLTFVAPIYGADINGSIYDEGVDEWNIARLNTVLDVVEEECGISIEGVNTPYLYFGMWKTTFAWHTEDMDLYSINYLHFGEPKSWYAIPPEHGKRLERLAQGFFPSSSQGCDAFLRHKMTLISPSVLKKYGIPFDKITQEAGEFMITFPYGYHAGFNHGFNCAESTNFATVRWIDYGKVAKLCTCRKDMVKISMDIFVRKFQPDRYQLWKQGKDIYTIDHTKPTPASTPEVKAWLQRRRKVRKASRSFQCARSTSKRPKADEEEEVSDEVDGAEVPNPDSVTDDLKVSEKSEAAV
Efflux pump mplx = inhibitors of Candida efflux pumps in yeast, primary screen, S. cerevisiae, Nile Red, multiplex; S. cerevisiae Candida pump triplex; inhibition, % at 10 µM; 330,000 tested, 0.44% active;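 active means plate passing quality check with inhibition over a set limit, or well fluorescence over plate mean plus 4 SD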;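 further: Nile Red retained in pooled yeast measured as flow cytometry median fluorescence; 0% = buffer negative control and 100% = Enniatin B positive control; higher means more Nile Red kept so more efflux inhibition; some compounds called inactive have numbers as strong as hits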
* = called active by the depositor; nt = no result given.

JMJD2C inh | Efflux pump mplx | structure
nt | 0.0 | CC(C)[C@H](N)C(=O)NC[C@H]1O[C@@H](n2cnc3c(N)ncnc32)[C@H](O)[C@@H]1O
nt | 0.6 | O=C1OCCN1C(=O)[C@H]1[C@H](c2ccc(Cl)cc2)C(c2ccccc2)=NN1c1ccc(Br)cc1
nt | 0.5 | COc1ccc(-c2noc(CCCCC(=O)N3CCN(c4cc(C)ccc4C)CC3)n2)cc1
nt | -0.3 | O=c1oc2ccccc2c2c1cnc1ccccc12
nt | 0.3 | COc1ccc2[nH]c3c(c2c1)CCN1C(=O)C(CC(=O)NC(C)(C)C)C[C@H](C(=O)N2CCOCC2)[C@@]31CCC1CCCC1 (stereo not given in full)
nt | 0.2 | COc1ccc2[nH]c3c(c2c1)CCN1C(=O)C(CC(=O)NCCC2=CCCCC2)C[C@H](C(=O)N2CCOCC2)[C@@]31CCC1CCCC1 (stereo not given in full)
nt | 0.0 | COc1ccc(C2/C=C\CN(C(=O)c3ccccc3)CC(=O)N2Cc2cccc(F)c2)cc1 (stereo not given)
nt | 0.4 | CCCN=C1N(C)C[C@@H]2[C@@H]3C(=O)N(Cc4ccccc4)C(=O)[C@@H]3[C@](CC)(C(=O)OC)N12
nt | 0.0 | Cc1cc2oc(=O)cc(-c3ccccc3)c2c(C)c1-c1ccc(OC(F)(F)F)cc1
nt | -0.3 | C#CCN1C=C(C(=O)OCC)C(C)N(Cc2ccccc2I)S1(=O)=O (stereo not given)
nt | 0.2 | C[C@@H]1C(c2cccc(Cl)c2)=NN(c2ccc(Br)cc2)[C@H]1C(=O)N1CCOC1=O
nt | 0.1 | CCN(CC)C(=O)[C@H]1CC(CC(=O)NCCN2CCOCC2)C(=O)N2CCc3c([nH]c4ccc(OC)cc34)[C@]12C (stereo not given in full)
nt | -0.1 | OC[C@@H]1[C@@H](c2ccc(Cl)cc2)C(c2cccc(Cl)c2)=NN1c1ccccc1
nt | 0.4 | COc1cc(OC)c2c(-c3cccc(-c4ccc(O)cc4)c3)cc(=O)oc2c1
nt | 0.2 | CC(C)C(=O)N[C@@H]1c2ccccc2CC[C@@H]1OCc1ccccc1
nt | -0.2 | CCN(CC)C(=O)[C@H]1C[C@H](CC(=O)NCc2ccco2)C(=O)N2CCc3c([nH]c4cc(CCC(=O)N(C)C)ccc34)[C@]12C
nt | -0.5 | COC(=O)[C@H](C(C)C)N(Cc1ccccc1)S(=O)(=O)CCNC1CCCC1
nt | -0.3 | O=C1c2ccccc2[C@@H]2C[C@@H](O)[C@H](Nc3ccccc3-c3ccccc3)CCN12
nt | -0.4 | CN(C)C(=O)CCc1ccc2c3c([nH]c2c1)[C@]1(CCC2CCCC2)[C@@H](C(=O)N2CCOCC2)C[C@H](CC(=O)NCCc2ccccn2)C(=O)N1CC3
nt | 0.3 | COc1cc(OC)c2c(-c3cccc(-c4ccc(N(C)C)cc4)c3)cc(=O)oc2c1
nt | 0.0 | Cc1ccc(C2CC(=O)Oc3cc(C)cc(C)c32)cc1 (stereo not given)
nt | 0.7 | C[C@]12c3[nH]c4ccc(Cl)cc4c3CCN1C(=O)[C@@H](CC(=O)NCC13CC4CC(CC(C4)C1)C3)C[C@@H]2C(=O)N1CCOCC1
nt | 0.4 | CCOC(=O)C1CCN(S(=O)(=O)NC[C@H]2O[C@@H](n3cnc4c(N)ncnc43)[C@H](O)[C@@H]2O)C1 (stereo not given in full)
nt | 0.3 | CCCCN1C(=O)N(CCc2ccc(F)cc2)S(=O)(=O)c2cc(C(F)(F)F)ccc21
nt | -0.1 | O=S1(=O)N[C@@H](Cc2ccccc2)COc2cc(Br)ccc21
nt | 0.0 | CCOC(=O)C1C(C(=O)OC)=C(C2=CCCCC2)c2ccccc2N1S(=O)(=O)C(F)(F)F (stereo not given)
nt | 0.0 | CCCN=C1N(CC)C[C@@H]2[C@@H]3C(=O)N(Cc4ccccc4)C(=O)[C@@H]3[C@](Cc3ccccc3)(C(=O)OC)N12
nt | 0.1 | CC[C@]1(C(=O)OC)[C@H]2C(=O)N(Cc3ccccc3)C(=O)[C@H]2[C@H]2CN=C(SCc3ccc(C(=O)OC)cc3)N21
nt | -0.4 | O=C(COCc1ccccc1)N[C@@H]1c2ccccc2CC[C@H]1OCc1ccccc1
3 | 0.0 | O=C(C1CCN(S(=O)(=O)c2ccccc2)CC1)N1CCN(Cc2ccccc2)CC1
-3 | 0.0 | COc1cc(/C=N/Nc2ccnc(=O)[nH]2)ccc1O
6 | -0.3 | O=C(N/N=C/c1cc(Br)c(O)c(Br)c1)c1cc2c(ccc3ccccc32)o1
2 | 0.0 | CCC(=O)NCCc1nc2cc(NC(=O)c3ccccc3Cl)ccc2n1C
-1 | -0.1 | O=C(NCc1cccnc1)c1ccc(Cl)c(S(=O)(=O)N2CCOCC2)c1
1 | 0.1 | O=C(NN=C1CCCCCC1)c1ccc(Cl)s1
24 | -0.2 | Cc1ccc(C)c(S(=O)(=O)NCc2ccc3c(c2)OCO3)c1
-2 | -0.1 | CC(c1ccccc1)n1c(CCCO)nc2ccccc21 (stereo not given)
13 | 1.1 | O=C(Nc1cc(-c2ccccc2)sc1C(=O)O)c1cccc(F)c1
2 | 0.0 | O=C(N/N=C\c1c[nH]c2ccccc12)c1ccc(O)cc1
1 | -0.1 | COc1ccccc1N1CCN(C(=O)C2CCN(C(=O)c3ccccc3Cl)CC2)CC1
-13 | 0.1 | C/C(=N/NC(=O)c1ccc2c(c1)OCO2)c1ccc(NC(=O)c2ccc(F)cc2)cc1
6 | 0.0 | CC(=O)NC(c1ccc(C)cc1)c1cc(Cl)c2cccnc2c1O (stereo not given)
11 | 2.9 | Cc1ccc(-n2ncc3c2CC(C)(C)CC3NC(=O)c2c(C)noc2C)cc1 (stereo not given)
6 | -0.2 | C/C(=N\NC(=O)c1cc(-c2ccccc2C)nc2ccccc12)c1cccnc1
2 | 0.2 | Oc1ccc(-n2nnnc2SCc2c(F)cccc2Cl)cc1
4 | 0.1 | COc1ccc(C(=O)NCCSCc2cccc(Cl)c2)cc1OC
-14 | 1.5 | COc1ccc(-c2cc(C(=O)N(C)CCc3ccc(OC)c(OC)c3)c3ccccc3n2)cc1
8 | 0.2 | CCOc1ccc(/C=N/Nc2nc(C)cs2)c(O)c1
-9 | -0.1 | O=C(NCCO)/C(=C\c1ccco1)NC(=O)c1ccco1
6 | -0.1 | COc1ccccc1N1CCN(/N=C/c2ccc([N+](=O)[O-])cc2)CC1
-4 | 0.1 | Cn1ncc2c(Nc3ccc([N+](=O)[O-])cc3)nc(Cl)nc21
6 | 0.0 | COc1ccc(/C=C(\NC(=O)c2cccs2)C(=O)NN)cc1OC
-2 | -0.1 | O=[N+]([O-])c1ccccc1/C=C/CN1CCC(O)CC1
3 | -0.1 | Clc1ccc(-c2c(C3=NCCCN3)nnn2-c2ccc(Cl)cc2)cc1
-8 | -0.1 | CCOc1ccccc1CN1CCN(Cc2ccc3cc(F)ccc3n2)CC1CCO (stereo not given)
-4 | -0.1 | Cc1ccc(NC(=O)CSc2nc3ccc(Nc4nc(N5CCOCC5)nc(N5CCOCC5)n4)cc3s2)cc1
-15 | -0.5 | O=C(NCCCC1CCCC1)C1CCC(=O)N(Cc2cccc(C(F)(F)F)c2)C1 (stereo not given)
-8 | 0.0 | CNS(=O)(=O)c1ccc(NC(=O)Nc2ccc3c(c2)OCO3)cc1
-5 | 0.0 | Cc1cccc(NC(=O)C2C3CCCCC32)c1 (stereo not given)
4 | -0.1 | O=C(N/N=C/c1coc2ccc(Cl)cc2c1=O)c1ccc(O)cc1

Continued:
JMJD2C inh | Efflux pump mplx | structure
-2 | -0.2 | COc1ccc(Cl)cc1NS(=O)(=O)c1c(C)[nH]c(=O)[nH]c1=O
-7 | -0.1 | CCc1ccccc1NC(=S)Nn1cnnc1
-5 | -0.1 | O=C(/C=C/c1ccccc1)Nc1cc(NC(=O)/C=C/c2ccccc2)cc(C(=O)O)c1
3 | 0.0 | O=C(NCc1ccc2c(c1)OCO2)Nc1ccc([N+](=O)[O-])cc1
-4 | 0.1 | Cc1ccc(C(=O)NCCc2nnc(SCC(=O)Nc3cccc(C(=O)O)c3)n2C)cc1
-2 | -0.4 | Cc1c(C)c2c(OCC(=O)NCC(C)C)cc3c(c2oc1=O)CCC(C)(C)O3
3 | -0.1 | O=C(Cc1cccs1)NCc1cccc(Cl)c1
10 | 0.0 | COc1ccc(-c2csc(NC(=O)C(CC(=O)O)N3CCOCC3)n2)cc1 (stereo not given)
-3 | 0.0 | CSc1cccc(NC(=O)CNS(=O)(=O)c2ccccc2)c1
7 | -0.5 | O=C(COc1ccc(Cl)cc1Br)N1CCN(S(=O)(=O)c2ccccc2)CC1
6 | 0.0 | COc1cccc(CNc2ccc3[nH]c(=O)[nH]c3c2)c1OCc1ccc(F)cc1
8 | 0.0 | CCCC(=O)Nc1ccc(-c2csc(-c3cccnc3)n2)cc1
1 | 0.0 | Fc1ccccc1NC(=S)NCCc1cccc(Cl)c1
-8 | 0.2 | Cc1ccc(N2CCN(/N=C/c3cccnc3)CC2)cc1
-1 | -0.1 | Cc1cc(C(=O)NC2CCCN(Cc3ccc(Cl)cc3)C2)n(C)n1 (stereo not given)
-5 | 1.3 | COc1ccc(C(=O)/C=C/c2ccc(-c3ccccc3)cc2)cc1CSCC(=O)O
-2 | 0.1 | Cc1nnc(SCC(=O)Nc2ccc(S(=O)(=O)Nc3ccc(Cl)nn3)cc2)s1
19 | 0.2 | Cc1cccc(NC(=S)N2CCCCCC2)c1C
21 | -0.1 | CC(NC(=O)NC(=O)c1cccc([N+](=O)[O-])c1)C1CC1 (stereo not given)
2 | -0.9 | COc1ccc(C(C)=O)cc1COc1cccc2c1OC(C)(C)C2
-4 | 0.2 | CSc1ncc(C(=O)Nc2cccc(C)c2C)c(C)n1
8 | 0.0 | CN1CCN(C(=O)c2cnn(-c3ccccc3)c2NC(=O)c2ccccc2Cl)CC1
-3 | -0.1 | Cc1ccc(N2C(=O)CC(Sc3ncccn3)C2=O)cc1C (stereo not given)
-4 | -0.1 | O=S(=O)(c1ccccc1)N1CCN(C(=S)Nc2ccccc2)CC1
-16 | 0.0 | COc1ccc(-c2[nH]ncc2/C=N\NC(=O)c2cccs2)cc1OC
-2 | -0.1 | CCC(=O)N(CCc1ccccc1)Cc1cc2cc(C)ccc2[nH]c1=O
-7 | 0.1 | O=C(Cn1cnc2ccccc21)c1ccccc1
-1 | -0.1 | O=C(NCC1CCN(C(=O)c2c(F)c(F)c(F)c(F)c2F)CC1)c1c(F)c(F)c(F)c(F)c1F
3 | 0.1 | COc1cc(C(=O)Nc2cccc(NC(=O)c3cccs3)c2)cc(OC)c1OC
-1 | 0.0 | COCCNC(=S)Nc1cc2oc3ccccc3c2cc1OC
0 | -0.1 | C[C@]12C=CC(=O)C=C1CC[C@@H]1[C@@H]2[C@@H](O)C[C@@]2(C)[C@H]1CC[C@]2(O)C(=O)COC(=O)CCC(=O)NCCc1ccc(O)cc1
8 | -0.1 | COc1ccc(OC)c2c1cc(C(=O)N[C@@H](Cc1ccccc1)C(=O)O)n2C
-3 | 0.0 | C/C(=N/NC(=O)c1cc(-c2ccccc2)nc2c(Cl)cccc12)c1cccnc1
-27 | 0.1 | CCCC[n+]1ccn(-c2nc3c([N+](=O)[O-])cccc3n2C)c1
-15 | 0.7 | O=C(c1ccc2nc[nH]c2c1)N1CCN(c2cccc(Cl)c2)CC1
2 | -0.1 | CC(C)(C)c1ccc(/C=N/NC(=O)C2CCCC2)cc1
16 | -0.1 | O=C1C(=O)N(c2ccccn2)C(c2ccc(Br)cc2)/C1=C(/O)c1ccc(Br)cc1 (stereo not given)
-4 | -1.1 | O=C(NNC(=O)c1ccncc1)Nc1cccc(C(F)(F)F)c1
-35 | -0.1 | CCOc1ccc(OCc2ccc(C(=O)NC(C)(C)C)o2)cc1
9 | 0.1 | Cc1cccc(NC(=O)/C(C#N)=C/c2ccc[nH]2)c1C
6 | 0.0 | Cc1ccc(NC(=O)CCC(=O)NNC(=O)COc2ccc([N+](=O)[O-])cc2)c(C)c1
1 | 0.1 | Cc1ccc(NC(=S)N2CCN(S(=O)(=O)c3ccc(C)cc3)CC2)cc1
-2 | 0.0 | COCCC1CCCCN1C(=O)c1cccc(OC2CCN(S(C)(=O)=O)CC2)c1 (stereo not given)
4 | 0.2 | O/N=C/c1cn(-c2ccccc2)nc1-c1ccccc1
-5 | 0.0 | COc1ccc(/C(N)=N/OC(=O)c2c(-c3ccccc3Cl)noc2C)cc1OC
9 | 0.0 | CC(Oc1ccc2ccccc2c1)C(=O)NNC(=O)Nc1ccccc1F (stereo not given)
-4 | 0.1 | Cc1ccc(S(=O)(=O)Nc2nnc(C(C)(C)C)s2)cc1
-4 | 0.6 | CC1CCN(CC(=O)Nc2ccc(S(=O)(=O)N3CCCC(C)C3)cc2)CC1 (stereo not given)
6 | -0.2 | Cc1ccc(-c2nnc(Nc3ccc(O)cc3)c3ccccc23)cc1S(=O)(=O)NCCO

Screening data (PubChem BioAssay)

An excerpt; count on the stated rates, not on these rows.
